LYPLA2 counter: LYPLA2 inhibitors, primary screen, counter-screen for PME1 inhibitor project, biochemical, fluorescence polarization, FP-Rh probe ABPP | Acyl-protein thioesterase 2 (Homo sapiens), O95372 | recombinant LYPLA2 | inhibition, % at 5.9 µM | 320,000 tested, 0.38% active | AID 2177, 2009;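 active means inhibition above the screen-wide mean plus 3 SD, limit set per campaign, cut at about 26% in these data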;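 further: 0% = LYPLA2 with DMSO and 100% = wells lacking LYPLA2 enzyme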
Target sequence (O95372 whole entry, looked up): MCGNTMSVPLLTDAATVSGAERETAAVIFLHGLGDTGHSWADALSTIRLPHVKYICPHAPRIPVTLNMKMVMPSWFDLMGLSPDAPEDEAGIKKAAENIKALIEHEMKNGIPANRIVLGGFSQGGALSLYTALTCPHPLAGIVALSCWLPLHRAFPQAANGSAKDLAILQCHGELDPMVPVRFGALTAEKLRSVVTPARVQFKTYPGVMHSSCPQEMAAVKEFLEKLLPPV
Efflux pump mplx: inhibitors of Candida efflux pumps in yeast, primary screen, S. cerevisiae, Nile Red, multiplex | S. cerevisiae Candida pump triplex | inhibition, % at 10 µM | 330,000 tested, 0.44% active | AID 485275, 2010;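 active means plate passing quality check with inhibition over a set limit, or well fluorescence over plate mean plus 4 SD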;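 further: Nile Red retained in pooled yeast measured as flow cytometry median fluorescence; 0% = buffer negative control and 100% = Enniatin B positive control; higher means more Nile Red kept so more efflux inhibition; some compounds called inactive have numbers as strong as hits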
GASC-1 inh: inhibitors of GASC-1 histone demethylase, primary screen, biochemical, fluorescence, DELFIA europium | Lysine-specific demethylase 4C (Homo sapiens), Q9H3R0 | GST-JMJD2C(1-420) H3K9me3 demethylation | inhibition, % at 2.35 µM | 330,000 tested, 0.069% active;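 active means more than half of a compound's replicate wells show inhibition beyond 50%, single wells judged on their own value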;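 further: signal counts dimethyl H3K9 product captured on neutravidin plate; 0% = median of DMSO wells and 100% = 0.3 times that DMSO median; strong numbers were not always called active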
PP1 counter: PP1-alpha phosphatase inhibitors, primary screen, counter-screen for PP5 inhibitor project, biochemical, fluorescence, OMFP substrate, single point. AID 2235, 2010. inhibition, % at 6.7 µM. 320,000 tested, 0.9% active. purified PP1alpha;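 active means inhibition above the mean inhibition of all tested compounds plus 3 SD, computed separately for each screening campaign, cut at about 15% in these data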
PP5 inh: PP5 phosphatase inhibitors, primary screen, biochemical, fluorescence; AID 1987, 2009; Serine/threonine-protein phosphatase 5 (Homo sapiens), P53041; 320,000 tested, 0.18% active; purified PP5c, OMFP substrate fluorescence; inhibition, % at 6.7 µM;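 active means inhibition above the campaign's mean inhibition across all tested compounds plus 3 SD, cut at about 9.5% in these data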;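 further: 0% = DMSO only and 100% = 100 µM cantharidin control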
Fh CTSL1 inh: Fasciola hepatica cathepsin L1 inhibitors, primary screen, counter-screen for PFM18AAP inhibitor project, biochemical, QFRET, fluorogenic peptide substrate; recombinant F. hepatica cathepsin L1, Z-Leu-Arg-MCA fluorescence; inhibition, % at 5.96 µM; 300,000 tested, 0.49% active; AID 1906, 2009;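 active means inhibition above the mean of all tested compounds plus 3 SD, set per screening campaign, cut at about 17% in these data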;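 further: 0% = plate median of test compound wells and 100% = 1 µM Z-Phe-Ala-diazomethylketone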
TPT1 inhibitor: Candida albicans TPT1 enzyme inhibitors, primary screen, biochemical, fluorescence polarization. tRNA 2'-phosphotransferase TPT1 (Candida albicans SC5314). recombinant caTPT1, FP RNA substrate dephosphorylation. inhibition, % at 5 µM. 300,000 tested, 0.81% active. AID 1962, 2009;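 active means inhibition above the mean of all tested compounds plus 3 SD, set per screening campaign, cut at about 24% in these data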;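 further: plate controls were DMSO alone for no effect and ferristatin control at 100 nM for full effect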
PREPL inhibitor: PREPL enzyme inhibitors, primary screen, biochemical, fluorescence polarization. 320,000 tested, 0.68% active. AID 2751, 2010. recombinant PREPL, fluorescence polarization activity-based probe. inhibition, % at 5.96 µM; in the data active means inhibition above about 43%;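 further: 0% = enzyme with DMSO and 100% = wells lacking enzyme; many of its hits are not listed in these tables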
Target sequence (Q4J6C6 whole entry, looked up): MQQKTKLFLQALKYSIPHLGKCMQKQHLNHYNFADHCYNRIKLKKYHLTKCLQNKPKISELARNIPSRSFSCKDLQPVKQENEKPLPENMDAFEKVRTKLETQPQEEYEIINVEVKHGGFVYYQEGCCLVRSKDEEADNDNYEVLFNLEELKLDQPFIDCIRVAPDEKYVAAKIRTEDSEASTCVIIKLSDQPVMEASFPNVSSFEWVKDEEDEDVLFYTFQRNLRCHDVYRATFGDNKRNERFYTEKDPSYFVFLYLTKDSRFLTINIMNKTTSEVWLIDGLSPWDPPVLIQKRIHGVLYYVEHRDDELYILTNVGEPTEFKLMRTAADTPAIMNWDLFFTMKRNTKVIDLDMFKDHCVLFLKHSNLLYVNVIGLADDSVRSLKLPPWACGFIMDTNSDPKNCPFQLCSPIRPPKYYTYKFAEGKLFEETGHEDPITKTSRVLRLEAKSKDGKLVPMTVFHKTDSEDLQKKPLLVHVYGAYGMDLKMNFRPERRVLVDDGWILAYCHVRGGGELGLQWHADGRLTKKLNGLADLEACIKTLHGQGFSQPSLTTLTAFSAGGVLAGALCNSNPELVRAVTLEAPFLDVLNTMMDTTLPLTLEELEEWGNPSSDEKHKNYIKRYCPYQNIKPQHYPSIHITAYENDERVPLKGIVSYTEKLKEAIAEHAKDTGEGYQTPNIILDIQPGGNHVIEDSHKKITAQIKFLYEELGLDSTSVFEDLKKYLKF
core dimer inh: inhibitors of HCV core protein dimerization, primary screen, biochemical, TR-FRET, high-throughput; TR-FRET GST/Flag-core106 dimerization, 1536-well; inhibition, % at 5 µM; 300,000 tested, 0.33% active; AID 1899, 2009;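 active means inhibition above the mean of all tested compounds plus 3 SD, set per screening campaign, cut at about 45% in these data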
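Material: Tagged HCV core106 pair (GST and Flag) | Amount: GST-core106 13.5 nM, Flag-core106 17 nM | Medium: KF-containing HEPES buffer, pH 7.45, DTT, CHAPS, BSA | Reagent: Eu donor and XL665 acceptor anti-tag antibodies | Schedule: 4 h at 22.5 °C | Technique: Time-resolved FRET, ex 340 nm, em 617 and 671 nm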
The depositor's hits bear a star; i = inactive; x = no result given; & = joins results of further samples. Not all compounds are listed; rates above refer to the full screens.

SMILES	LYPLA2 counter	Efflux pump mplx	GASC-1 inh	PP1 counter	PP5 inh	Fh CTSL1 inh	TPT1 inhibitor	PREPL inhibitor	core dimer inh
COC(=O)c1ccc(N2CCN(C(C)=O)CC2)c(NC(=O)COc2ccccc2C)c1	1	0.0	15	0	1.1	0	1	-11	4
CCOc1ccc(S(=O)(=O)Nc2cccc(OC)c2)cc1	0	-0.2	7	4	3.5	-1	-5	14	-4
CCCCN(C(=O)NC(=O)Nc1cccc(C)c1C)S(C)(=O)=O	-3	0.1	3	0	1.3	-1	0	3	3
COc1ccc(S(=O)(=O)N(CC(=O)N/N=C/c2cccs2)c2cc(C)cc(C)c2)cc1OC	4	0.1	-4	1	5.8	-2	-1	-51	12
COc1ccc(CCNC(=O)c2cnn(-c3ccc(C)c(C)c3)c2NC(=O)c2ccco2)cc1OC	1	-0.1	18&-2	-3	0.4	3	-4	8	-2
CCOc1cc(C)nc(N2CCCC(C(=O)NCc3ccccc3F)C2)n1 (stereo not given)	2	0.6	-1	3	8.4	0	1	3	-3
COc1ccc(Cl)cc1NC(=O)CN1C(=O)CSC1=O	0	-0.1	-1	-4	-0.6	-4	-2	-5	1
CCOCc1nnc(NC(=O)CCS(=O)(=O)Cc2ccccc2)s1	-1	-0.2	-4	6	2.3	-5	0	9	-6
CCN1CCN(C(=O)Cn2ncc3ccsc3c2=O)CC1	-6	0.4	-25	-8	3.5	-2	1	12	2
O=C1NC(=O)N(Cc2ccccc2)C1=O	1	0.1	-12	7	1.5	-7	-10	9	-5
COc1cccc(-c2nc(=S)c3c(n2CCCO)CCCC3)c1	4	0.2	-8	-1	1.4	1	3	0	5
COc1ccc2nc(NC(=O)c3ccc(-n4nc(C)cc4C)cc3)sc2c1	4	-0.1	2	0	-1.8	-1	-2	9	6
CCN(CC)C(=O)c1cn(C)c2ccc(S(=O)(=O)N(CC)CC)cc2c1=O	6	-0.1	6	-1	-1.6	-1	-1	0	-2
CCCCC(=O)c1c(O)c2ccccc2oc1=O	5	0.0	6	-2	0.6	-2	-3	1	-2
Nc1ccc(S(=O)(=O)NC2=NCCCCC2)cc1	-3	-0.2	-5	-2	0.9	5	2	11	1
CCC/C=C(\CCC)C(NS(=O)(=O)c1cccc2cccnc12)c1ccc(C(=O)OC)cc1 (stereo not given)	-6	0.1	11	5	4.2	3	-2	4	2
Cc1cc(C)n2nc(C(=O)N3CCCC(Nc4ccc(F)c(F)c4)C3)cc2n1 (stereo not given)	3	-1.8	31	-1	1.6	0	-1	7	0
CCCn1c(NCc2cccc(OC)c2OC)nc2ccccc21	-2	0.0	-13	-2	0.3	-2	-5	-3	-7
C/C(=N\Nc1cccc2cccnc12)c1ccc(C)cc1	3	0.0	-10	2	2.5	-1	3	6	0
CCc1ccc(/C=N/Nc2ncnc3nc[nH]c23)cc1	3	-0.1	10	-1	0.0	5	-2	12	-2
O=C1Nc2ccccc2/C1=N\N=C\c1ccc(O)c(O)c1	-4	-0.1	-5	2	-0.6	6	-3	2	-18
COc1ccc(N2CC(C(=O)Nc3nnc(SCC(=O)c4ccccc4)s3)CC2=O)cc1 (stereo not given)	4	0.1	-1	6	0.4	5	2	2	41
COC(=O)c1ccc(NC2CC(=O)N(c3ccccc3C)C2=O)cc1 (stereo not given)	2	-0.1	-42	0	0.8	-3	-8	1	-4
CCS(=O)(=O)N1Cc2ccccc2CC1C(=O)Nc1nc2c(C)cccc2s1 (stereo not given)	-15	-0.3	2	4	6.4	-7	-3	2	23
Cc1cc(=O)oc2cc(OCC(=O)c3ccc4c(c3)NC(=O)CO4)ccc12	1	0.1	-8	5	2.9	-1	-2	-4	63*
Cc1ccc(-c2nc3c(c(=O)c4ccccc4n3C)c(=O)n2-c2ccccc2)cc1	-3	2.2	0	-3	2.1	-3	-1	9	12
CCc1cccc(NC(=O)CCC(=O)O)c1	0	0.5	17	10	0.3	-3	-1	6	-3
O=C(CSCCNS(=O)(=O)c1ccccc1)Nc1ccccc1	4	0.0	12	-1	3.0	-1	-5	-28	-2
N=C(N)CCCOc1ccccc1-c1ccccc1	4	0.1	14	0	0.3	-1	-3	3	-4
Cc1c(C(=O)OC(C)C)sc2nc[nH]c(=O)c12	2	0.0	4	-3	-0.2	1	1	2	0
Cc1cc(NC(=O)CN(C)S(=O)(=O)c2cnc[nH]2)ccc1Br	-1	0.0	3	0	-1.8	-2	1	-6	-5
O=C(CSc1nnc(-c2ccco2)n1CC1CCCO1)c1ccc(F)cc1 (stereo not given)	0	-0.1	15	2	-2.1	3	3	-2	1
COC(=O)C(C)(C(=O)OC)c1ccccc1[N+](=O)[O-]	3	0.2	-19	-2	1.6	-1	-2	3	-1
Cc1ccc(NC2CCCN(C(=O)c3cccs3)C2)cc1C (stereo not given)	0	-0.1	11	-1	0.9	-1	-3	16	7
CCOc1ccc(C(C)=O)cc1CC(C(N)=O)C(N)=O	0	0.1	23	-5	2.4	-1	5	-2	0
CCOC(=O)N1CCN(C(=O)CSc2ncnc3ccccc23)CC1	2	-0.2	3	0	-0.6	5	-3	-1	-6
O=C(c1ccccc1)N1CCN(C(=O)c2nn3c(C(F)(F)F)cc(-c4ccco4)nc3c2Br)CC1	-8	-0.2	-6	19*	-1.5	-2	8	11	68*
Cc1ccc(N(CC(=O)NC2CCCCC2)S(=O)(=O)c2c(C)noc2C)cc1	7	0.3	-1	0	5.8	-1	-2	19	-12
Cc1cc(C)c(S(C)(=O)=O)c(=O)[nH]1	9	-0.2	7	2	-0.5	2	-7	7	-4
O=C(CNS(=O)(=O)c1ccccc1)NCc1cccnc1	-3	-0.1	-17	-2	0.7	0	-1	2	3
CCc1ccc(CNC(=O)CCn2nc(C)c3c(C)n(-c4ccccc4)nc3c2=O)cc1	-1	0.0	17	-3	-2.2	-1	1	2	3
CCN(CC(=O)Nc1ccc(NC(C)=O)cc1)C(=O)CSC(=S)N1CCCC1	2	-0.1	1	-1	0.1	x	x	4	x
Cc1noc(/C=C/N(C)C)c1S(=O)(=O)N1CCN(c2ccc(F)cc2)CC1	-4	-0.3	2	8	1.4	-3	14	11	9
NC(=O)NNc1ncc(C(F)(F)F)cc1Cl	-4	0.1	-1	-1	2.3	-1	1	-5	2
Cc1nn(C)c(C)c1NC(=O)Nc1cccc(C(F)(F)F)c1	18	-0.2	8	-1	2.5	1	-1	2	1
C=CCn1c(SCC(=O)N2CCCCC2)nc(O)cc1=O	1	0.0	7	-1	0.3	1	-2	-7	-4
CCc1ccc2c(c1)C(NC(C)=O)C(=O)N2CC (stereo not given)	1	-0.1	12	1	2.2	1	3	0	-2
Fc1cnc(N2CCOCC2)nc1NCc1ccccc1	1	-0.1	9	-1	-0.2	5	4	5	0
CCn1nc(C)cc1C(=O)N1CCCC(C(=O)c2ccc(OC)cc2C)C1 (stereo not given)	0	0.2	-12	-11	-3.4	2	2	28	-10
O=C(Nc1cc(C(F)(F)F)ccc1N1CCCCC1)c1ccc(Br)o1	-8	0.1	-1	-2	0.5	2	0	-6	0
New compounds follow:
SMILES	LYPLA2 counter	Efflux pump mplx	GASC-1 inh	PP1 counter	PP5 inh	Fh CTSL1 inh	TPT1 inhibitor	PREPL inhibitor	core dimer inh
Cc1ccc(-c2ccc(=O)n(CC(=O)Nc3cccc(C(=O)N4CCN(C)CC4)c3)n2)cc1	-1	0.2	-17	-5	1.4	9	1	8	-1
CC1=C(C(=O)Nc2cc(C(=O)NCCCOC(C)C)ccc2C)SCCO1	-4	-0.1	-9	-3	7.2	-3	2	-6	0
CCc1nnc(NC(=O)C2CCCN2C(=O)Nc2ccc(C)cc2)s1 (stereo not given)	4	-0.1	7	6	1.3	-3	0	-12	-3
CC(=O)c1c(N2CCOCC2)nc2ccc(Br)cc2c1-c1ccccc1	8	0.0	0	0	1.1	-7	-3	11	-4
O=C(NC(=S)Nc1ccc(CN2CCCCC2)cc1)c1ccco1	-7	0.2	-2	-4	-0.1	0	2	-2	-5
O=C(NC1CC1)C1=C[C@H](c2coc3ccccc3c2=O)C[C@H](OCc2ccc(CO)cc2)O1	4	x	-5	1	-1.1	0	-9	18	-15
CC(NC(=O)CCNS(=O)(=O)c1ccc2c(c1)c(=O)n(C)c(=O)n2C)c1ccccc1 (stereo not given)	7	-0.1	i	-2	3.1	3	0	10	1
Cc1nn(CCC#N)c(NC(=O)c2ccc(Cl)cc2Cl)c1P(=O)(Nc1ccc([N+](=O)[O-])cc1)N1CCOCC1 (stereo not given)	-1	0.0	-2	-4	2.6	2	2	-2	-3

By substructure, those above with fluorine.
SMILES	LYPLA2 counter	Efflux pump mplx	GASC-1 inh	PP1 counter	PP5 inh	Fh CTSL1 inh	TPT1 inhibitor	PREPL inhibitor	core dimer inh
CCOc1cc(C)nc(N2CCCC(C(=O)NCc3ccccc3F)C2)n1 (stereo not given)	2	0.6	-1	3	8.4	0	1	3	-3
Cc1cc(C)n2nc(C(=O)N3CCCC(Nc4ccc(F)c(F)c4)C3)cc2n1 (stereo not given)	3	-1.8	31	-1	1.6	0	-1	7	0
O=C(CSc1nnc(-c2ccco2)n1CC1CCCO1)c1ccc(F)cc1 (stereo not given)	0	-0.1	15	2	-2.1	3	3	-2	1
O=C(c1ccccc1)N1CCN(C(=O)c2nn3c(C(F)(F)F)cc(-c4ccco4)nc3c2Br)CC1	-8	-0.2	-6	19*	-1.5	-2	8	11	68*
Cc1noc(/C=C/N(C)C)c1S(=O)(=O)N1CCN(c2ccc(F)cc2)CC1	-4	-0.3	2	8	1.4	-3	14	11	9
NC(=O)NNc1ncc(C(F)(F)F)cc1Cl	-4	0.1	-1	-1	2.3	-1	1	-5	2
Cc1nn(C)c(C)c1NC(=O)Nc1cccc(C(F)(F)F)c1	18	-0.2	8	-1	2.5	1	-1	2	1
Fc1cnc(N2CCOCC2)nc1NCc1ccccc1	1	-0.1	9	-1	-0.2	5	4	5	0
O=C(Nc1cc(C(F)(F)F)ccc1N1CCCCC1)c1ccc(Br)o1	-8	0.1	-1	-2	0.5	2	0	-6	0
